HIF-2a block: HIF-2a reporter inhibitors, primary screen, luminescence, 786-0 RCC cells; 0.72% of 360,000 active; AID 624352, 2012; 786-0 RCC cells HIF-2a reporter, luciferase luminescence, overnight; inhibition, % at 18.8 µM;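 active = inhibition of the luminescence signal of 40% or more relative to plate controls, in a single-dose primary screen at 18.75 µM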
iPSC survival up: enhancers of single-cell hiPSC survival, primary screen, ATPlite luminescence. 0.044% of 360,000 active. survival enhancement, % at 20 µM. 100% = ROCK inhibitor wells, 0% = DMSO; in the data active = survival enhancement above about 18%;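 note: cells exposed to compounds for 16 hours before the ATP read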
NR2E3 ag: NR2E3 agonists in two-hybrid cells, primary screen, cell-based, luminescence, CHO-S, Gal4-NCOR/VP16-NR2E3. Photoreceptor-specific nuclear receptor (Homo sapiens), Q9Y5X4. luciferase. inhibition of corepressor binding, % at 3.98 µM. 0.35% of 360,000 active;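 active = inhibition above the mean of all tested compounds plus 3 SD, cut at about 70% in these data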;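 note: 0% = DMSO with NR2E3 transfected cells and 100% = cells lacking NR2E3 construct; higher means lower luciferase signal from less NR2E3 corepressor binding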
Target sequence (Q9Y5X4 whole entry, looked up, the tested form may be a part): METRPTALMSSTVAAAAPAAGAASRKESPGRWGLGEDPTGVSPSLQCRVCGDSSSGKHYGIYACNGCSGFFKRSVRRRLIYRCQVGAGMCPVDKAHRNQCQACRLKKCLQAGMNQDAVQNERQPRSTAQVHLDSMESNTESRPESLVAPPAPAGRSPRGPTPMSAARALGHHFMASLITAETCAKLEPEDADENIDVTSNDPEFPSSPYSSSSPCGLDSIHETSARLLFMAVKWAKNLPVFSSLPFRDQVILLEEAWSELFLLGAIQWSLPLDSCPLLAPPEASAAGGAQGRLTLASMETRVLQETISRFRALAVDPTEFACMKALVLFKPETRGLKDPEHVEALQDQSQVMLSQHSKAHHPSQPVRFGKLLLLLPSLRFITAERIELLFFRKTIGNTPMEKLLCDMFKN
C8 TRAIL sens: viability loss with TRAIL in NB7+C8 cells, primary screen, TRAIL sensitizer project, cell-based, ATPlite luminescence. inhibition (viability loss, TRAIL sensitization), % at 10 µM. 1% of 360,000 active. AID 624354, 2012;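 active = compounds causing at least 50% loss of cell viability in the single-dose screen, relative to plate controls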
An asterisk follows results filed as active.

SMILES	HIF-2a block	iPSC survival up	NR2E3 ag	C8 TRAIL sens
CCOC(=O)[C@]12CCCC=C1N(Cc1cccc3ccccc13)C(=O)[C@H](CC(=O)N1CCC(c3ccccc3)CC1)C2	-1.1	-1.0	-36.3	10.1
C[C@@H](c1ccccc1)N1C[C@H](COCc2ccccc2)Oc2cc(N3CC[C@@H](O)C3)ccc2S1(=O)=O	27.0	0.4	-7.8	0.1
C/C=C/c1cccc(-c2nc(C(=O)N3CCOCC3)cc3c2[C@H](CCO)N(C(=O)NC(C)C)C3)c1	7.3	-0.4	-28.5	-8.2
C#CCNC(=O)C[C@@H]1C[C@@]2(C(=O)OCC)CCCC=C2N(Cc2cccc3ccccc23)C1=O	-5.8	0.2	1.4	12.1
COCCCN1C(=O)C(CC(=O)NCCCN(C)C)CC(C(=O)N2CCCCCC2)=C1C (configuration not stated)	12.1	-0.3	12.9	-3.1
COC(=O)[C@]12CCCCC=C1N(Cc1ccccc1)C(=O)[C@H](CC(=O)NCc1ccc(C)o1)C2	8.4	-1.1	-9.2	10.2
CCOC(=O)[C@]12CCC=C1N(Cc1ccco1)C(=O)[C@H](CC(=O)N1CCOCC1)C2	0.1	0.1	-7.7	-2.7
Oc1ccc(C[C@H]2CN([C@@H](Cc3ccccc3)CN3CCCC3CN3C(=S)NC[C@@H]3Cc3ccccc3)C(=S)N2CCc2ccccc2)cc1 (some centres not stated)	-3.5	-1.5	-15.8	-0.7
O=C1NC[C@H](CC2CCCCC2)N(CCc2cc(C(F)(F)F)cc(C(F)(F)F)c2)C1=O	8.7	-1.5	21.1	25.2
O=C(Nc1ccc2c(c1)OCCO2)C1c2ccccc2OCC(=O)N1Cc1ccccn1 (configuration not stated)	-40.9	-0.5	-26.9	-6.6
CC(C)C[C@@H]1O[C@H](CCc2ccccc2)Cc2[nH][nH]c(=O)c21	8.1	2.4	-1.1	-12.7
CC(C)C[C@@H]1CN(CCCC[C@H]2CNC(=O)C(=O)N2CCC2CCCCC2)C(=O)C(=O)N1CCC1CCCCC1	-5.7	0.5	14.7	3.1
COc1ccccc1Cc1c(-c2ccco2)nc2c3ccccc3ccn12	-154.2	-0.5	-117.8	28.4
CCOC(=O)[C@]12CCCC=C1N(Cc1ccc3c(c1)OCO3)C(=O)[C@H](CC(=O)N1CCSCC1)C2	0.7	-0.3	-17.3	-6.7
COc1ccc(CN2C(=O)c3cccc4cccc(c34)C2c2nc3ccccc3[nH]2)cc1 (configuration not stated)	-17.7	-0.6	-4.1	-14.4
CCCCNC(=O)C[C@@H]1C[C@@]2(C(=O)OC)CCCCC=C2N(Cc2ccc(Cl)cc2Cl)C1=O	-0.6	-0.3	-7.3	-0.3
C#CCNC(=O)C[C@@H]1C[C@@]2(C(=O)OCC)CCCC=C2N(Cc2ccc3c(c2)OCO3)C1=O	-3.6	-0.2	1.1	-11.2
Cc1ccc(SC[C@H](C)CN2CCC(NC(=O)OCc3ccccc3)CCC2=O)cc1 (some centres not stated)	-12.0	0.1	27.3	2.5
CCOC(=O)[C@]12CCC=C1N(Cc1cccc3ccccc13)C(=O)[C@H](CC(=O)NCc1cccc3ccccc13)C2	6.6	-0.8	-32.8	14.2
CC(C)=CCC[C@H](C)C[C@@H]1Cc2[nH][nH]c(=O)c2[C@H](c2ccc(F)cc2)O1	2.0	0.7	16.1	-22.3
CCOC(=O)[C@]12CCC=C1N(Cc1cccc3ccccc13)C(=O)[C@H](CC(=O)NCc1cccc(C(F)(F)F)c1)C2	-11.8	-0.1	1.6	4.4
CCCCC[C@@H](C)N1C[C@H](COCc2ccccc2)Oc2cc(N3CC[C@H](N(C)C)C3)ccc2S1(=O)=O	21.6	0.3	-18.2	69.1*
C[C@@H](NC(=O)[C@@H]1CCCN1C(=O)OC(C)(C)C)c1ccccc1	4.3	2.1	5.2	2.0
CCOC(=O)[C@]12CCC=C1N(Cc1ccc3c(c1)OCO3)C(=O)[C@H](CC(=O)NCc1cccs1)C2	3.4	-0.7	0.5	-3.9
O=C1NC[C@H](CCCCN2CCN(Cc3ccccc3)C(=O)C2=O)N(Cc2ccccc2)C1=O	9.5	0.1	4.5	-2.9
COc1cccc(C=C(C(C)=O)C(=O)c2ccccc2)c1	16.6	5.7	4.1	13.9
COc1ccc(S(=O)(=O)N2CCC[C@H]2C(=O)N2CCC[C@H]2C(=O)NCc2ccccn2)cc1C	-0.3	0.4	8.8	-4.4
CCCCc1c(-c2ccc(F)cc2)ncn1CCc1ccccc1OC	-43.0	-0.9	-24.7	26.4
Cc1cccc(C)c1-n1nnnc1C1(C)CCC(=O)N1CCCN1CCOCC1 (configuration not stated)	3.9	1.7	-21.9	1.9
C1=C[C@H]2CCCN3CC[C@@H]([C@@H]2[C@]32CO2)[C@H]1CCOCc1ccccc1	-3.5	-0.2	-27.5	5.3

Some values from above:
Cc1ccc(SC[C@H](C)CN2CCC(NC(=O)OCc3ccccc3)CCC2=O)cc1 (some centres not stated) – iPSC survival up = 0.1
CCOC(=O)[C@]12CCC=C1N(Cc1cccc3ccccc13)C(=O)[C@H](CC(=O)NCc1cccc(C(F)(F)F)c1)C2 – HIF-2a block = -11.8

7 entries drawn at random from the list so far, as already listed:
SMILES	HIF-2a block	iPSC survival up	NR2E3 ag	C8 TRAIL sens
C[C@@H](c1ccccc1)N1C[C@H](COCc2ccccc2)Oc2cc(N3CC[C@@H](O)C3)ccc2S1(=O)=O	27.0	0.4	-7.8	0.1
CCOC(=O)[C@]12CCC=C1N(Cc1ccc3c(c1)OCO3)C(=O)[C@H](CC(=O)NCc1cccs1)C2	3.4	-0.7	0.5	-3.9
CC(C)C[C@@H]1CN(CCCC[C@H]2CNC(=O)C(=O)N2CCC2CCCCC2)C(=O)C(=O)N1CCC1CCCCC1	-5.7	0.5	14.7	3.1
O=C1NC[C@H](CCCCN2CCN(Cc3ccccc3)C(=O)C2=O)N(Cc2ccccc2)C1=O	9.5	0.1	4.5	-2.9
COc1ccc(CN2C(=O)c3cccc4cccc(c34)C2c2nc3ccccc3[nH]2)cc1 (configuration not stated)	-17.7	-0.6	-4.1	-14.4
Cc1ccc(SC[C@H](C)CN2CCC(NC(=O)OCc3ccccc3)CCC2=O)cc1 (some centres not stated)	-12.0	0.1	27.3	2.5
CCOC(=O)[C@]12CCC=C1N(Cc1cccc3ccccc13)C(=O)[C@H](CC(=O)NCc1cccc(C(F)(F)F)c1)C2	-11.8	-0.1	1.6	4.4

Other results
SMILES	HIF-2a block	iPSC survival up	NR2E3 ag	C8 TRAIL sens
CCCCOCCCNC(=O)C[C@@H]1C[C@@]2(C(=O)OCC)CCCC=C2N(Cc2ccc3c(c2)OCO3)C1=O	12.5	0.6	23.7	-13.1
C[C@@H](c1ccccc1)N1C[C@@H](COCc2ccccc2)Oc2cc(N3CC[C@H](O)C3)ccc2S1(=O)=O	3.1	0.3	-4.8	-6.1
COC(=O)[C@]12CCCCC=C1N(Cc1ccco1)C(=O)[C@H](CC(=O)N1CCOCC1)C2	12.6	-0.5	-13.9	-15.1
O=C([C@H]1O[C@@H](n2ccc(=O)[nH]c2=O)[C@H](O)[C@@H]1O)N1CCN(Cc2ccccn2)CC1	5.6	-0.4	-32.0	4.2
CCOC(=O)[C@]12CCC=C1N(Cc1ccccc1)C(=O)[C@H](CC(=O)NCCc1ccccc1OC)C2	10.5	-0.9	9.8	-4.2
CCCCNC(=O)C[C@@H]1C[C@@]2(C(=O)OCC)CCCC=C2N(Cc2ccc(Cl)cc2Cl)C1=O	-15.1	-0.4	14.3	12.2
CC1(c2nnnn2Cc2ccccc2)CCC(=O)N1CCc1ccc(O)cc1 (configuration not stated)	6.5	-0.2	0.8	-10.1
COCCCN1C(=O)C(CC(=O)NC2CCCCC2)CC(C(=O)N2CCCCCC2)=C1C (configuration not stated)	-14.6	1.4	11.5	-17.6
CCCCn1nnnc1C1(C)CCC(=O)N1Cc1ccc(OC)c(OC)c1 (configuration not stated)	8.9	1.5	-34.4	-9.7
Cc1cc2nc(C3CCCCC3)c(Cc3cccc(Cl)c3)n2c(C)c1Br	5.4	-0.7	-4.2	20.5
CCOC(=O)[C@]12CCC=C1N(Cc1ccco1)C(=O)[C@H](CC(=O)NCCC(C)C)C2	0.4	0.4	-2.3	9.4
C#CCNC(=O)C[C@@H]1C[C@@]2(C(=O)OC)CCCCC=C2N(CCC2=CCCCC2)C1=O	0.8	-1.3	6.5	0.0
CC1OC(CCc2cccc(Cl)c2)Cc2[nH][nH]c(=O)c21 (configuration not stated)	-32.9	1.7	-100.7	-22.4
COC(=O)c1ccc2nc(-c3ccc(C#N)cc3)c(Cc3ccsc3)n2c1	-8.3	0.7	-27.7	-3.5
Cc1ccc(CN2C(=O)CCC2(C)c2nnnn2-c2ccc3c(c2)OCCO3)cc1 (configuration not stated)	14.7	0.2	-27.0	4.6
CCCCn1nnnc1C1(C)CCC(=O)N1CCc1c[nH]c2ccccc12 (configuration not stated)	-1.6	-0.6	4.8	-1.9
CCCC[C@@H]1CNC(=O)C(=O)N1CCCC	4.8	-0.1	18.1	0.7
O=C(Nc1ccc(C(=O)N2CCN(c3ccncc3)CC2)cc1)c1ccc(Br)o1	-23.3	0.3	-17.7	-12.4
COc1ccc(C(=O)N(c2c(C)cccc2C)C(COC(C)=O)COC(C)=O)cc1	10.8	1.1	-18.9	5.6

The list is partial (hit frequency here may not be typical).
